Bioassay records from PubChem BioAssay.
MBNL1 CUG block: blocks human MBNL1 binding to CUG repeat RNA | TR-FRET MBNL1-His/biotin-(CUG)12 binding, 665/545 ratio | Potency, µM (titrated, usually from 57.5 µM), for the others: at the top dose activity change, negative = inhibition, most hits filed as inhibitors | 0.036% of 280,000 active | AID 2675; active = well fitted inhibition curve with a large enough effect in the signal ratio, with a control signal flat, not every such curve was filed as active; inconclusive = small, poorly fitted or top-dose-only effect, or effect the other way, or a change in a side signal; inactive = no such curve, though single readings can be large or run the other way; the % refers to the signal ratio; note: % is set by controls: 0 for no effect and ±100 for the full control effect
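MBNL1-His + Biotin-(CUG)12, cpd titration 92 nM–58 uM; Tb anti-His Ab 0.055 ng/ul, SA-XL665 5 nM (final); 60 min RT; ratiometric 665/545 nm, Ex 340 nm; normalized to buffer and full-complex controls.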
uPA surface inh: blocks generation of uPA at the cell surface; cell surface uPA generation assay, qHTS; Potency, µM (highest dose often 38.3 µM), for the others: at the highest dose activity change, negative = inhibition, most hits filed as inhibitors; 0.31% of 330,000 active; AID 540303; active = well fitted inhibition curve with a large enough effect; inconclusive = small, poorly fitted or top-dose-only effect; inactive = no such curve, though single readings can be large or run the other way; tested in mouse RAW 264.7 cells; note: % is set by controls: 0 for no effect and ±100 for the full control effect; nearly all actives have a fitted effect of over 55% in size
ELG1 genotoxic: inducers of genotoxicity in HEK293T ELG1-luciferase cells; HEK293T ELG1-luciferase reporter, luminescence, 16 h; Potency, µM (top dose mostly 46 µM), for the others: at the highest dose activity change, positive = activation, actives largely listed as activators; 1.3% of 330,000 active; note: % of control where 0% means no effect; nearly all actives have a fitted effect of over 60% in size
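HEK293T cells expressing luciferase-tagged ELG1 were exposed to compound or DMSO vehicle for 16 hr at 37 °C and 5% CO2. Luciferase activity was then measured with ONE-Glo after 30 min at room temperature.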
CXXC DNA block: inhibitors of human MLL CXXC domain-DNA interaction; Q03164; AID 2662; 0.037% of 290,000 active; Potency, µM (series often up to 115 µM), for the others: at the top dose activity change, negative = inhibition, most hits filed as inhibitors; MLL-CXXC / FITC-HOXA9 DNA fluorescence polarization; active = well fitted inhibition curve with a large enough effect in the polarisation, with a control signal flat, not every such curve was filed as active; inconclusive = small, poorly fitted or top-dose-only effect, or effect the other way, or a change in a side signal; inactive = no such curve, though single readings can be large or run the other way; the % refers to the polarisation
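Steps: dispense CXXC domain solution (7 uM) → pin compounds or unlabeled HOX-A9 DNA control → 5 min ambient → add FLSN-HOX-A9 solution (50 nM) → spin → 30 min ambient → fluorescence polarization. Tris pH 7.5/NaCl/DTT/BSA buffer.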
p53 reactivation: mutant p53 re-activation in reporter cells. H1299 p53-A138V BP100-luciferase reporter, luminescence, 24 h. Potency, µM (doses to about 92.2 µM), without a hit: at the top dose activity change, positive = activation, most hits filed as activators. 0.063% of 320,000 active; note: % of control where 0% means no effect; nearly all actives have a fitted effect of over 45% in size
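p53-null H1299 cells stably carrying temperature-sensitive p53-A138V and a BP100-luciferase reporter were pinned with compounds (4-point, 1:5 series) and held 24 hrs at 37 deg C. Luminescence was read 10 min after detection reagent.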
BRCA1 expr act: activators of BRCA1 expression | Potency, µM (titrated, usually from 46.1 µM), inactives show at the highest dose activation, hits mostly activators | MCF7-BRCA1-FFLuc reporter, luminescence, 48 h; response scale: scaled: vehicle 0%, 10 µM genistein 100% | 1.1% of 380,000 active; note: nearly all actives have a fitted effect of over 80% in size; some results filed as inactive show a strong effect at the top dose
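First, MCF7-BRCA1-FFLuc cells (2000/well) attach for 2 h; next, compounds are pin-added and incubated 48 h at 37 °C; finally, luciferase reagent is added and luminescence read after 15 min.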
VP16 counter: Gal4-VP16 reporter inhibition counter-screen; Drosophila S2 Gal4-VP16 UAS-luciferase, luminescence, 20 h; Potency, µM (doses to about 53.6 µM), for the others: at the top dose activity, negative = inhibition, hits mostly inhibitors; 3.5% of 310,000 active;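 note: Gal4-VP16 expression switched on by copper sulfate through the metallothionein promoter; % is set by controls: 0 for no effect and ±100 for the full control effect; nearly all actives have a fitted effect of over 50% in size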
RORgamma inh: inhibitors of mouse ROR gamma transcriptional activity. Drosophila S2 Gal4-RORgamma UAS-luciferase reporter, 20 h. 5.4% of 310,000 active. Potency, µM (series often up to 53.6 µM), for inactives: at the top dose activity change, negative = inhibition, actives largely listed as inhibitors. AID 2551; note: % is set by controls: 0 for no effect and ±100 for the full control effect; nearly all actives have a fitted effect of over 60% in size
Target sequence (P51450 whole entry, looked up, the tested form may be a part): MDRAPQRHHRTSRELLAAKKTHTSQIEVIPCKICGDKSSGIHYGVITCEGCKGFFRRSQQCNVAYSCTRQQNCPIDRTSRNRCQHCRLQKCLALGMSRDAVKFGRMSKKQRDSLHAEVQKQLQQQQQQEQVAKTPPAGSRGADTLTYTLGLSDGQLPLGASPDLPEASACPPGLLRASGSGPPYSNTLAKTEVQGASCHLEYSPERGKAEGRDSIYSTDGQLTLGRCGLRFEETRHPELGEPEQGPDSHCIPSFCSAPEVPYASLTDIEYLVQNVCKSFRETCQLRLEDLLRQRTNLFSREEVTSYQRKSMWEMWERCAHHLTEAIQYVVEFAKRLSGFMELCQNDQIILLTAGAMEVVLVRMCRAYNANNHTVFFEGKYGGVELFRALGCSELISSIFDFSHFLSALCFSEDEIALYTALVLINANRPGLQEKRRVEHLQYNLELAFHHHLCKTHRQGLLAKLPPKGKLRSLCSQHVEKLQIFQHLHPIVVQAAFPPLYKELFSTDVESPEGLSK
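ROR gamma transcriptional activity was tracked as Gal4-UAS luciferase output in stably transfected Drosophila Schneider cells, with compound added 1 hr before 700 uM copper sulfate induction and a 20 hr ambient-temperature incubation.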
NPC1 promoter act: NPC1 promoter activation. Huh7 NPC1 promoter luciferase reporter, 24 h. 2.4% of 320,000 active. Potency, µM (titrated, usually from 9.22 µM), for inactives: top-dose activation, most hits filed as activators. AID 485313;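 note: % of control where 0% means no effect; nearly all actives have a fitted effect of over 60% in size; reporter is driven by a mutant NPC1 promoter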
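Compounds in DMSO were transferred onto Huh7 NPC1-luciferase reporter cells pre-incubated 2 h; after 24 h at 37 °C, Amplite reagent was dispensed and luminescence recorded 10 min later.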
FLuc modulator: firefly luciferase modulation, counter-screen for miR-21 project | P08659 | purified FLuc, Km substrates, luminescence inhibition | Potency, µM (doses to about 57.5 µM), without a hit: at the highest dose activity change, negative = inhibition, hits mostly inhibitors | 6.9% of 360,000 active;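 note: plate controls were vehicle for no effect and reference inhibitor for full effect; nearly all actives have a fitted effect of over 55% in size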
Target sequence (P08659 whole entry, looked up): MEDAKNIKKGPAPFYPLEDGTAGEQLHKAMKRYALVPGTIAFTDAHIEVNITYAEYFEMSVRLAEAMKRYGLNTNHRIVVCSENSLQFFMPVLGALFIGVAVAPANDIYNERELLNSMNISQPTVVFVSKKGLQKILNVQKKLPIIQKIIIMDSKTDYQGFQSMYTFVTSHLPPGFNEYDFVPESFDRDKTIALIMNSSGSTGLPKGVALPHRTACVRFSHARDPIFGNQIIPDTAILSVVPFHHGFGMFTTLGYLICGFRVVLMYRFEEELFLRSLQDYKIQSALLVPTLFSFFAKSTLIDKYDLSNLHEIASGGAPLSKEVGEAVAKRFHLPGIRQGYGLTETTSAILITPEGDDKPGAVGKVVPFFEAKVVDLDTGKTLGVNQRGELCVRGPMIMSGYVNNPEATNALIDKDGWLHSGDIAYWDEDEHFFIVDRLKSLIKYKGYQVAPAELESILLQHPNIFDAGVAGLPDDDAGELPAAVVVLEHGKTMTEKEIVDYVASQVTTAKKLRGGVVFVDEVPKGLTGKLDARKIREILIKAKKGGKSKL
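Purified P. pyralis luciferase, 10 nM final, with Km-level 10 uM D-luciferin and 10 uM ATP in 50 mM Tris acetate pH 7.5, 10 mM Mg acetate, 0.01% Tween-20, 0.05% BSA; 6-point qHTS titration about 60 µM downward; luminescence read.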
Rab9 promoter act: activators of Rab9 promoter; Huh7 Rab9 promoter-luciferase reporter, luminescence, 24 h; Potency, µM (doses to about 9.22 µM), without a hit: top-dose activation, negative = inhibition, hits mostly activators; 2.8% of 320,000 active; note: % of control where 0% means no effect; nearly all actives have a fitted effect of over 60% in size
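Luciferase signal after 10 min detection reagent at ambient indicates Rab9 promoter upregulation; stably transfected Huh7 cells were treated 24 h with compound in DMSO at 37 °C, 5% CO2.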
* marks the source's active call; other numbers are inactive results; u = inconclusive; x = no result given; & = joins results of further samples; [ ] = another dose, or the depositor's remark. Unless noted, calls come from the whole dose curve; as a rule, active = well fitted curve in the direction sought with a large enough effect; inconclusive = small, poorly fitted or top-dose-only effect, or another doubt; inactive = no such curve, though single readings can be large; an effect the other way counts as inactive or inconclusive. Potency is the fitted concentration of half-maximal effect.

SMILES | MBNL1 CUG block | uPA surface inh | ELG1 genotoxic | CXXC DNA block | p53 reactivation | BRCA1 expr act | VP16 counter | RORgamma inh | NPC1 promoter act | FLuc modulator | Rab9 promoter act
Cc1ccc(C(=O)O/N=C/c2ccc3c(c2)OCO3)cc1 | -5% | 27% | 0% | 11% | 17% | 3% | 6% | 4% | 0% | 1.2µM* | 10%
Cc1ccc(N)cc1NC(=O)CN1CCOCC1 | -10% | 6% | 0% | -1% | 15% | -29% | -12% | -2% | 3% | 2% | 8%
COc1ccc(NC(=O)CSc2nc3ccccc3c(=O)n2CCNC(C)=O)cc1 | -7% | 4% | 1% | u | 5% | -11% | -19% | 1% | -2% | 1% | 0%
COc1cc(C)ccc1S(=O)(=O)N1CCN(C23CC4CC(CC(C4)C2)C3)CC1 | 1% | 1% | -4% | -8% | 1% | -8% | -13% | -6% | -1% | 0% | -6%
COC(=O)c1[nH]c2ccccc2c1NC(=O)CNC1CCCCC1 | 12% | -4% | -28% | 7% | -1% | -26% | -3% | 18% | -1% | 1% | -12%
COc1ccc(C(=O)NCC2CCCN2S(=O)(=O)c2cccs2)cc1OC (configuration not stated) | x | -5% | 4% | x | -1% | 1% | x | x | -1% | 2% | 1%
CC1CCCN(C2=C(NS(=O)(=O)c3ccc(Cl)cc3)C(=O)c3ccccc3C2=O)C1 (configuration not stated) | u | 3% | 1% | 27% | 10% | -21% | -23% | -10% | 0% | -9% | -1%
O=C(COC(=O)c1cc(S(=O)(=O)N2CCOCC2)c(Cl)cc1Cl)NC1CC1 | x | -4% | 1% | x | 6% | -6% | x | x | -1% | 5% | 3%
COCC(=O)N1CCC(Oc2ccc(C(=O)NCCCn3cccn3)cc2)CC1 | -4% | -1% | -1% | 24% | 0% | 17% | 0% | -1% | -18% | -1% | -5%
CCCNC(=O)CSCc1nc(-c2ccc(SC)cc2)oc1C | 3% | 0% | u | 1% | 4% | -5% | 12% | -8% | 0% | u | 29%
COC(=O)c1ccc(NC(=O)c2ccccc2N(C)S(C)(=O)=O)cc1 | 6% | 3% | 0% | -1% | 2% | -20% | 4% | -1% | 1% | 0% | -5%
O=C(NCc1csc(-c2ccccc2)n1)c1ccco1 | -4% | -7% | u | -4% | u | 10µM* | -4% | 10% | 24% | u | 18%
CN(Cc1ccccc1)C(=S)NC(=O)c1ccccc1 | -3% | -4% | -6% | 9% | 3% | -18% | 2.8µM* | 1µM* | -6% | 0% | -3%
Cc1c(C)n(CCC#N)c2ccccc12 | x | 4% | -1% | 3% | -14% | -6% | -14% | 28% | 1% | 6% | -3%
CC(C)C[C@H](NC(=O)OC(C)(C)C)C(=O)N1CCC(C(=O)N[C@@H](Cc2ccccc2)C(=O)O)CC1 | 2% | -9% | 2% | 1% | -3% | -9% | 3% | 2% | -1% | 0% | 0%
O=C1CSC(c2cccs2)N1c1ccccc1 (configuration not stated) | 1% | 2% | 2% | -2% | -4% | -2% | -1% | 23% | 0% | 1% | 0%
CCCCCSc1nc(O)cc(=O)[nH]1 | -3% | -4% | 0% | -4% | 19% | -10% | 2% | 0% | 0% | 2% | 1%
N=c1n(N)c2ccccc2n1CC(=O)c1ccc(Br)cc1 | 5% | 1% | 13% | 14% | x | 3% | 1% | 0%[1.91 µM] | 28% | u | u
CCOC(=O)c1c(NC(C)=O)sc2c(OCC(O)CN(CC)CC)c(Br)ccc12 (configuration not stated) | x | -4% | u | u | 9% | 13% | 1% | u | -10% | 1% | -3%
CCOc1c2ccc(C(=O)N[C@H](C)C3CCCCC3)cc2nn1CC | 4% | -2% | -1% | -6% | 23% | 0% | -1% | 18% | -4% | 1% | 10%
CCOc1ccc(S(=O)(=O)N2CCN(C(=O)CN3C(=O)NC4(CCCC4)C3=O)CC2)cc1 | x | 1% | 1% | x | -5% | -29% | x | x | 5% | -2% | -5%
C[C@H]1CN=C(N(C)C)N1CCCCc1ccccc1 | x | -9% | -1% | x | -6% | 3% | x | x | 3% | -1% | 4%
CCOc1ccc(C(C)=O)cc1NC(=O)/C=C\C(=O)O | 3% | -1% | 2% | 21% | 2% | 1% | 0% | 5% | 0% | 4% | -1%
CC1(C)OC(=O)C2(Cc3ccccc3N3CCCCC32)C(=O)O1 (configuration not stated) | 1% | 2% | -1% | -6% | -2% | 0%&4% | 1% | -6% | 1% | -1% | -2%
Cc1cc(C)nc(N2CCN(S(=O)(=O)c3ccc(F)cc3)CC2)n1 | 2% | 4% | -7% | -9% | -6% | 15% | -5% | 44% | 0% | -4% | -1%
Next compounds
SMILES | MBNL1 CUG block | uPA surface inh | ELG1 genotoxic | CXXC DNA block | p53 reactivation | BRCA1 expr act | VP16 counter | RORgamma inh | NPC1 promoter act | FLuc modulator | Rab9 promoter act
N#CC(C(=O)CCN1C(=O)C2CC=CCC2C1=O)c1nc2ccccc2[nH]1 (configuration not stated) | 4% | 3% | 0% | 10% | -4% | -5% | -20% | -44% | 0% | -8% | 0%
O=C(COc1ccccc1)Nc1ccc(S(=O)(=O)N2CCCC2)cc1 | 8% | 15% | -4% | -2% | -5% | 31% | -2% | -20% | -1% | 4% | -2%
CC(Nc1cc(C)cc(C)c1)=[N+](C)CCNS(=O)(=O)c1ccc(Cl)cc1 | 1% | -1% | -4% | 19% | 22% | -2% | -5% | -28% | 0% | 0% | 9%
CC1CCCCC12NC(=O)N(CC(=O)OCC(=O)N(C)C1CCCCC1)C2=O (configuration not stated) | x | -11% | -3% | x | -9% | -23% | x | x | 1% | x | -1%
Cc1cccc(-c2nnc3n2N=C(c2ccc(Br)cc2)CS3)c1 | -8% | 0% | 3% | u | 7% | 6%[1.84 µM] | -5% | -2% | -3% | 14% | 2%
O=C(NCC1CCCO1)c1ccccc1NC(=O)c1cccc2ccccc12 (configuration not stated) | 4% | 6% | -9% | -2% | -14% | -26% | 10% | 19% | -47%[inhibitor] | -19% | 12%
C#CCSc1nnc(-c2cc3c(C(F)(F)F)nn(C)c3s2)n1C | -1% | -1% | 7% | -2% | -5% | -14% | -10% | -3% | -2% | 1% | 8%
CCSCCc1nnc(NC(=O)Nc2cccc(C(F)(F)F)c2)s1 | -5% | u | -9% | 6% | -11% | -53% | 18µM* | u | -4% | 8% | -18%
COc1ccc(/C=C/C(=O)OCC(=O)NC(=O)NC(C)(C)C)cc1 | 3% | -1% | 2% | 3% | -3% | -5% | -12% | 33% | -1% | -10% | 1%
CCCOc1cccc(CN2CCCCC2c2cccnc2)c1 (configuration not stated) | 7% | 1% | 0% | -1% | 2% | -40% | 3% | -31% | -1% | 1% | 1%
COc1ccc(/C=C2/S/C(=N/S(=O)(=O)Cc3ccccc3)NC2=O)cc1OC | 16% | -4% | 6% | 2% | -4% | 1% | 1% | 1% | 2% | u | -3%
CC(C)Cc1oc(C(=O)O)cc1CN | -4% | 2% | -3% | 3% | 6% | -11% | 0% | 33% | -3% | 4% | 12%
COc1cccc(-c2nnc(-c3ccco3)o2)c1 | 7%[11.5 µM] | -13% | u | -17% | 40µM* | 36% | -28% | -35% | 2.5µM* | 9.5µM* | 2.5µM*

Laid out differently: entries from further up.
SMILES: CCSCCc1nnc(NC(=O)Nc2cccc(C(F)(F)F)c2)s1
  MBNL1 CUG block = -5%
  uPA surface inh = u
  ELG1 genotoxic = -9%
  CXXC DNA block = 6%
  p53 reactivation = -11%
  BRCA1 expr act = -53%
  VP16 counter = 18µM*
  RORgamma inh = u
  NPC1 promoter act = -4%
  FLuc modulator = 8%
  Rab9 promoter act = -18%

SMILES: COc1ccc(/C=C/C(=O)OCC(=O)NC(=O)NC(C)(C)C)cc1
  MBNL1 CUG block = 3%
  uPA surface inh = -1%
  ELG1 genotoxic = 2%
  CXXC DNA block = 3%
  p53 reactivation = -3%
  BRCA1 expr act = -5%
  VP16 counter = -12%
  RORgamma inh = 33%
  NPC1 promoter act = -1%
  FLuc modulator = -10%
  Rab9 promoter act = 1%

SMILES: CCCOc1cccc(CN2CCCCC2c2cccnc2)c1 (configuration not stated)
  MBNL1 CUG block = 7%
  uPA surface inh = 1%
  ELG1 genotoxic = 0%
  CXXC DNA block = -1%
  p53 reactivation = 2%
  BRCA1 expr act = -40%
  VP16 counter = 3%
  RORgamma inh = -31%
  NPC1 promoter act = -1%
  FLuc modulator = 1%
  Rab9 promoter act = 1%

SMILES: COc1ccc(/C=C2/S/C(=N/S(=O)(=O)Cc3ccccc3)NC2=O)cc1OC
  MBNL1 CUG block = 16%
  uPA surface inh = -4%
  ELG1 genotoxic = 6%
  CXXC DNA block = 2%
  p53 reactivation = -4%
  BRCA1 expr act = 1%
  VP16 counter = 1%
  RORgamma inh = 1%
  NPC1 promoter act = 2%
  FLuc modulator = u
  Rab9 promoter act = -3%

These rows are one share of the data; the hit share may differ from the screen's.
